# High-throughput results from PubChem.
# SMN2 splice enh – qHTS Assay for Enhancers of SMN2 Splice Variant Expression; HEK293 SMN2-luciferase splicing reporter, luminescence, 30-36 h; Potency, µM (top dose mostly 46.1 µM), for the others: at the top dose activity change, positive = activation, actives largely listed as activators; actives 2.8% (n = 210,000); AID 1458, 2008; further: % of control where 0% means no effect; nearly all actives have a fitted effect of over 55% in size
#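 HEK293 cells carry an SMN2 minigene-luciferase reporter in which exon 7 inclusion puts luciferase in frame. Cells were seeded at 2000 cells/well, attached for 10-12 hours, then exposed to compounds for 30-36 hours at 37C before ONE-Glo luminescence.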
# JMJD2E inh – qHTS Assay for Inhibitors of Human Jumonji Domain Containing 2E (JMJD2E) | actives 1.6% (n = 230,000) | JMJD2E catalytic domain, FDH-coupled NADH fluorescence (FDH is formaldehyde dehydrogenase) | Lysine-specific demethylase 4E (Homo sapiens), B2RXH2 | Potency, µM (doses to about 57.1 µM), for the others: top-dose activity change, negative = inhibition, actives largely listed as inhibitors; active means well fitted inhibition curve with a large enough effect, not every such curve was filed as active; inconclusive means small, poorly fitted or top-dose-only effect, or another doubt; inactive means no such curve, though single readings can be large or run the other way;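 further: 0% = wells with enzyme and -100% = buffer wells without enzyme; nearly all actives have a fitted effect of over 50% in size; many of its hits are not listed in these tables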
# Target sequence (B2RXH2 1-337 limits assumed): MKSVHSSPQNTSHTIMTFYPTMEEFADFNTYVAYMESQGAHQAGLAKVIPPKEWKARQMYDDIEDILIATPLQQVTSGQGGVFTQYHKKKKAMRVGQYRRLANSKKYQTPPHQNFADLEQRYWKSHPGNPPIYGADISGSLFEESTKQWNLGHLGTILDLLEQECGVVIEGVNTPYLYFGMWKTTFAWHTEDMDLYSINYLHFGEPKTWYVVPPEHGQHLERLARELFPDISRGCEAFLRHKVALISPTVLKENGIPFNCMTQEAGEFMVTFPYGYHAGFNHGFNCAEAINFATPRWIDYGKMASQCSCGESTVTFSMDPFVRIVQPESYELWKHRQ
# Lamin A splicing – qHTS Assay for Modulators of Lamin A Splicing; Potency, µM (highest dose often 46.1 µM), for inactives: top-dose ratio change, negative = inhibition, usual class: inhibitors; AID 1487, 2009; actives 0.01% (n = 200,000); HeLa LMNA splicing GFP/RFP minigene ratio, 48 h; active means well fitted inhibition curve with a large enough effect in the signal ratio, with a control signal flat, not every such curve was filed as active; inconclusive means small, poorly fitted or top-dose-only effect, or effect the other way, or a change in a side signal; the % refers to the signal ratio; further: on the % scale 0 is the no-effect control and ±100 the full control effect
#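 Read-out is the ratio of GFP to DsRed2 object intensity, acquired by 488 nm laser-scanning cytometry on HeLa lamin A-EGFP minigene reporter cells. Compound incubation 48 hrs at 37 °C in Opti-MEM with 2% FBS; DMSO 0.5% final.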
# TRb-SRC2 inh – qHTS for Inhibitors of the Interaction of Thyroid Hormone Receptor and Steroid Receptor Coregulator 2; TRbeta-SRC2 peptide binding, fluorescence polarization; receptor liganded with 1 µM T3; AID 1469, 2008; Thyroid hormone receptor beta (Homo sapiens), P10828; actives 0.065% (n = 280,000); Potency, µM (doses to about 106 µM), without a hit: at the highest dose activity change, negative = inhibition, hits mostly inhibitors;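 further: plate controls were bound peptide for no effect and peptide without receptor for full effect; nearly all actives have a fitted effect of over 50% in size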
#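 Fluorescence polarization of 20 nM Texas Red SRC2 peptide with 0.6 uM human TRb ligand-binding domain, in Tris buffer with 1uM T3 and 5% DMSO. Incubated 5 hr ambient; normalized to unbound and bound controls.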
# RGS12 GoLoco inh – qHTS Assay for Inhibitors of RGS12 GoLoco Motif Activity (Red Fluorophore). Guanine nucleotide-binding protein G(i) subunit alpha-1 (Homo sapiens), P63096. Potency, µM (titrated, usually from 61.6 µM), inactives show at the top dose activity, negative = inhibition, actives largely listed as inhibitors. actives 0.44% (n = 230,000). Gai1:RGS12 GoLoco peptide FP, rhodamine, 10 min; active means well fitted inhibition curve with a large enough effect, not every such curve was filed as active; inactive means no such curve, though single readings can be large or run the other way; further: on the % scale 0 is the no-effect control and ±100 the full control effect; nearly all actives have a fitted effect of over 30% in size; many of its hits are not listed in these tables
# RECQ1 inh – qHTS Assay for Inhibitors of RecQ-Like Dna Helicase 1 (RECQ1). ATP-dependent DNA helicase Q1 (Homo sapiens), P46063. RECQ1 DNA unwinding, red fluorescence kinetic read. actives 0.54% (n = 240,000). Potency, µM (titrated, usually from 57.3 µM), for inactives: top-dose activity, negative = inhibition, actives largely listed as inhibitors;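 further: plate controls were vehicle for no effect and no enzyme for full effect; nearly all actives have a fitted effect of over 30% in size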
# Target sequence (P46063 whole entry, looked up): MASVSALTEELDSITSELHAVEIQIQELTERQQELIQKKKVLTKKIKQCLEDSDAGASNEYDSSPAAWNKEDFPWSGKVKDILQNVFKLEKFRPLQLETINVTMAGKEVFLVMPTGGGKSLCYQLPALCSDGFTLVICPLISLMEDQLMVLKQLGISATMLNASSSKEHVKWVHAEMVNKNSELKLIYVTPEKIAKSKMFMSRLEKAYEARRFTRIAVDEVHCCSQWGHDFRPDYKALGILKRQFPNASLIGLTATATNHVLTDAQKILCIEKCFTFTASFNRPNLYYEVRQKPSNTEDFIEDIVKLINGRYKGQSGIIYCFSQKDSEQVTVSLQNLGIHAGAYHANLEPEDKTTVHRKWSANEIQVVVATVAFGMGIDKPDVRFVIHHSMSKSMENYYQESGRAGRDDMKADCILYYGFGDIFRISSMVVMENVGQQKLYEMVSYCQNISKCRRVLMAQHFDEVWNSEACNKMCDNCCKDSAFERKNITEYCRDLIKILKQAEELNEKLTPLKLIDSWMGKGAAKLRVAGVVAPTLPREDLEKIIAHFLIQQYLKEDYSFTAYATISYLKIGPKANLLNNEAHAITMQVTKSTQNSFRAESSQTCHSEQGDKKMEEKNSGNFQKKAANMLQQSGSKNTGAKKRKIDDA
#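 50 nM RECQ1T1 preincubated 15 min with compound in Tris pH 8.0 buffer with MgCl2, DTT, Tween-20 and 2.5 ug/ml poly(dI-dC); started with 200 nM TAMRA/BHQ-2 forked duplex and 2 mM ATP. Unwinding read as fluorescence (525/598 nm), two reads 2 h apart.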
# ALDH1A1 inh – qHTS Assay for Inhibitors of Aldehyde Dehydrogenase 1 (ALDH1A1); Purified ALDH1A1, NADH fluorescence, propionaldehyde substrate; Potency, µM (top dose mostly 75.3 µM), for the others: top-dose activity, negative = inhibition, most hits filed as inhibitors; actives 7.3% (n = 220,000); AID 1030, 2008; active means well fitted inhibition curve with a large enough effect, not every such curve was filed as active; inconclusive means small, poorly fitted or top-dose-only effect, or another doubt; inactive means no such curve, though single readings can be large or run the other way;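 further: plate controls were no enzyme wells and a reference inhibitor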
# TexasRed fluor – Total Fluorescence Counterscreen for Inhibitors of the Interaction of Thyroid Hormone Receptor and Steroid Receptor Coregulator 2 | actives 0.29% (n = 280,000) | Potency, µM (titrated, usually from 106 µM), for the others: at the highest dose fluorescence change, negative = quenching | TRb/SRC2 Texas Red total fluorescence interference; active means well fitted curve in either direction with a large enough effect; inconclusive means small, poorly fitted or top-dose-only effect; further: on the % scale 0 is the no-effect control and ±100 the full control effect
#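 Flags fluorescent or light-absorbing compounds by total fluorescence, S + 2P, at 555 nm excitation and 632 nm emission. Mixture: 20 nM Texas Red SRC2 peptide, 0.6 uM human TRb LBD, 1 uM T3, 5% DMSO; compound exposure 5 h at ambient temperature.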
# An asterisk follows results filed as active; i = inactive; ? = inconclusive; nt = no result given; [ ] = dose if it differs, or a comment. Unless noted, the call rests on the fitted dose curve; in most records, active means well fitted curve in the direction sought with a large enough effect; inconclusive means small, poorly fitted or top-dose-only effect, or another doubt; inactive means no such curve, though single readings can be large; an effect the other way counts as inactive or inconclusive. Potency means the concentration at half of the fitted maximal effect. A portion of the library (hit frequency here may not be typical).
SMILES,SMN2 splice enh,JMJD2E inh,Lamin A splicing,TRb-SRC2 inh,RGS12 GoLoco inh,RECQ1 inh,ALDH1A1 inh,TexasRed fluor
C=CCn1c(Sc2ccccc2)nc2c1c(=O)[nH]c(=O)n2C,3%,8%,?,-5%,1%,i,5%,0%
COc1ccc(F)cc1S(=O)(=O)Nc1cccc(C(=O)O)c1,-4%,-2%,?,8%,3%,-3%,-2%,-2%
CN(C)CCCNS(=O)(=O)c1ccc(N2CCC(c3ccc(Cl)cc3)=N2)cc1,11%,?,?,7%,11%,-1%,?,-9%
CC1=C(C(N)=O)C(c2ccccn2)n2nc(SCc3ccccc3Cl)nc2N1 (configuration not stated),0%,0%,-2%,-4%,6%,-6%,6%,2%
O=C(O)c1ccccc1-c1ccccc1C(=O)NNc1ccc([N+](=O)[O-])cc1,nt,0%,nt,0%,7%,-12%,nt,-4%
Cc1cc(=O)n2c(n1)NC(Nc1cccc(C)c1C)=NC2c1ccc(F)cc1 (configuration not stated),nt,-6%,nt,5%,-3%,-12%,nt,1%
Cc1ccc2nc(SCc3cccc([N+](=O)[O-])c3)nc(C)c2c1,-9%,6%,13%,-4%,12%,-1%,5%,-1%
COC(=O)c1cc(COc2ccc3c4c(c(=O)oc3c2)CCC4)c(C)o1,-3%,?,13%,-1%,1%,-16%,-9%,-1%
CCCc1cc(=O)n2c(nc3ccccc32)[nH]1,?,?,23%,-4%,10%,-3%,?,-4%
Cc1cc(C)c2cc(C#N)c(NCCOC(=O)c3ccccc3C)nc2c1,-21%,?,6%,2%,3%,-11%,?,0%
O=C(NCc1cccnc1)C(=O)NCC1OCCCN1S(=O)(=O)c1ccccc1 (configuration not stated),0%,5%,-9%,5%,-4%,-17%,?,1%
COC(=O)c1ccccc1NC(=O)n1cc(C)cn1,22%,?,?,3%,-2%,-3%,?,0%
COc1ccc2ccccc2c1/C=N/NC(=S)Nc1cc(S(=O)(=O)N2CCOCC2)ccc1N1CCOCC1,-7%,?,?,-2%,-9%,3%,-8%,1%
CCOc1ccc(Cl)cc1/C=N/NC(=O)c1ccccc1,3%,-3%,-7%,-6%,-1%,-2%,-1%,-7%
COc1cc(C2c3c(oc4ccccc4c3=O)C(=O)N2c2nccs2)ccc1O (configuration not stated),nt,-4%,nt,-5%,9%,-1%,nt,2%
O=C(Nc1ccc(-c2nc3cc(NC(=O)c4cccs4)ccc3o2)cc1)c1cccs1,-23%,?,13%,-4%,-15%,-9%,?,-8%
CC1=CC(C)(C)[N+](C)=CN1c1ccccc1,-2%,-2%,19%,-1%,-42%,-2%,-4%,-1%
CC(=O)C1(C)OC(N)=C(C#N)C(c2ccccc2)C1(C#N)C#N (configuration not stated),2%,?,5%,8%,29%,-5%,?,13%
COc1ccc(OCC(O)CN2CCN(c3ccc(Cl)cc3)CC2)cc1 (configuration not stated),nt,3%,nt,-4%,0%,i,nt,-2%
N#CCCN(C(=O)CN1C(=O)NC2(CCCC2)C1=O)c1ccccc1F,3%,3%,10%,0%,-2%,i,7.9µM*,-3%
CCc1cccc(C)c1NC(=S)NCC(c1cccnc1)N1CCOCC1 (configuration not stated),-4%,4%,-5%,-8%,4%,-11%,-2%,?
C/C(=N\Nc1nc(-c2ccccc2)cs1)c1cccs1,2.8µM*,?,3%,6%[53 µM],8%,i,?,-3%[53 µM]
Cc1cc(C(=O)NCc2ccc(S(N)(=O)=O)cc2)cs1,-9%,12%,6%,1%,3%,-12%,4%,-7%
COC(=O)c1ccc(C2/C(=C(/O)c3ccc(OC)cc3)C(=O)C(=O)N2CC2CCCO2)cc1 (configuration not stated),-8%,2%,3%,0%,-13%,-1%,?,-1%
CCCn1c(SCC(=O)Nc2cc(Cl)ccc2OC)n[nH]c1=O,-11%,8%,14%,8%,19%,-1%,?,-1%
# Carrying on.
SMILES,SMN2 splice enh,JMJD2E inh,Lamin A splicing,TRb-SRC2 inh,RGS12 GoLoco inh,RECQ1 inh,ALDH1A1 inh,TexasRed fluor
COc1ccc(NC(=O)CSc2ccccn2)c([N+](=O)[O-])c1,nt,14%,nt,-4%,1%,-9%,nt,-3%
NC(=O)Nc1ccc(F)cc1,-10%,3%,9%,-13%,6%,0%,24%,-1%
CCN1CCCc2cc(CN(CCN3CCOCC3)C(=O)Nc3ccc(C)c(C)c3)ccc21,3%,?,0%,5%,3%,-6%,28µM*,0%
CCN(CC)S(=O)(=O)c1ccc2c(c1)c(=O)c(C(=O)NCc1cccs1)cn2C,-8%,7%,6%,-5%,-4%,-5%,11µM*,3%
COc1cc2c(cc1OC)C(c1cccc([N+](=O)[O-])c1)NC(=O)C2 (configuration not stated),nt,6%,2%[46 µM],-4%,14%,-3%,3%,-1%
O=C1CN2NC(=S)N(c3ccccc3)C2=CN1c1ccc(Cl)cc1,-10%,-1%,-3%[46 µM],-4%,9%,18%,8%,-1%
CNC(=O)C(Sc1nc(C)nc2c1oc1ccccc12)C(C)=O (configuration not stated),6%,-5%,-12%,5%,-1%,-1%,13µM*,-3%
Cc1ccc(C(=O)Nc2cccc(C(=O)O)c2)cc1S(=O)(=O)N1CCCCC1,11µM*,-6%,-1%,-19%,15%,-6%,-17%,2%
CCN1CCCC1CNS(=O)(=O)c1cc(Br)cc2c1N(C(=O)C1CC1)CC2 (configuration not stated),22%,2%,-7%,4%,3%,-2%,9%,2%
CCOC(=O)C1=C(c2ccccc2)Nc2ncnn2C1c1cc(OC)cc(OC)c1OC (configuration not stated),2%,7%,2%,-2%,-4%,-4%,6%,2%
CCCCC(=O)Nc1cccc(NC(=O)c2ccc(Br)o2)c1,35µM*,2%,-5%,6%,46%[activator],6%,?,-4%
Cc1cc(C(=O)CCl)c(C)n1-c1ccon1,-5%,-5%,nt,2%,10%,0%,0.63µM*,-4%
C=CCc1ccc(OCCCOc2ccc(C)c(C)c2)c(OC)c1,-12%,-1%,3%,-2%,4%,-12%,6%,-1%
Cc1[nH]c(C(=O)N/N=C/c2ccc(N(C)C)cc2)c(C)c1C(=O)N/N=C/c1ccc(N(C)C)cc1,-15%,?,-4%[9.22 µM],2%,9%,-1%,?,-1%
Cc1cccc(-n2c(C)cc(C=C3C(=O)c4ccccc4C3=O)c2C)c1,-21%,-3%,-1%,14%,-13%,-20%,1.6µM*,-1%
COC(=O)c1cn(-c2ccccc2)nc1-c1ccc(OC)cc1,-2%,1%,nt,-4%,-3%,-6%,?,-4%
O=C(Cc1c(Cl)cccc1Cl)Nc1cccc(S(=O)(=O)N2CCOCC2)c1,-22%,1%,nt,7%,-7%,-16%,-11%,0%
COC(=O)c1cc2ccsc2n1Cc1nc(-c2cccc(Cl)c2)oc1C,-9%,-15%,-7%,-2%,5%,-5%,8%,0%
COCCNCCCOc1ccc(Br)cc1Cl,10%,?,-4%,1%,5%,-6%,-7%,-1%
COc1cccc(CNC(=O)CNC(=S)N(Cc2ccccc2)Cc2ccccc2F)c1,-24%,-2%,?,6%,1%,-8%,?,0%
CCOC(=O)C1(C)NC(c2cc(OC)c(OC)c(OC)c2)C2C(=O)N(CC)C(=O)C21 (configuration not stated),5%,9%,12%,-3%,3%,i,12%,1%
S=C(c1ccccc1)N1CCCc2ccccc21,-15%,0%,16%,7%,15%,2%,-3%,-1%
Cc1ccc(S(=O)(=O)N2CCN(CC(=O)NC(=O)NCc3ccco3)CC2)cc1C,nt,-5%,nt,4%,-3%,-7%,nt,-2%
CCOC(=O)C1=NN(N=O)C2(CC(=O)N(c3cc(C)cc(C)c3)C2=O)C1 (configuration not stated),-6%,-5%,-11%,-13%,5%,i,?,1%

# No new results follow: entries from further up.
SMILES,SMN2 splice enh,JMJD2E inh,Lamin A splicing,TRb-SRC2 inh,RGS12 GoLoco inh,RECQ1 inh,ALDH1A1 inh,TexasRed fluor
COC(=O)c1cn(-c2ccccc2)nc1-c1ccc(OC)cc1,-2%,1%,nt,-4%,-3%,-6%,?,-4%
O=C(Cc1c(Cl)cccc1Cl)Nc1cccc(S(=O)(=O)N2CCOCC2)c1,-22%,1%,nt,7%,-7%,-16%,-11%,0%
COC(=O)c1cc2ccsc2n1Cc1nc(-c2cccc(Cl)c2)oc1C,-9%,-15%,-7%,-2%,5%,-5%,8%,0%
COCCNCCCOc1ccc(Br)cc1Cl,10%,?,-4%,1%,5%,-6%,-7%,-1%
COc1cccc(CNC(=O)CNC(=S)N(Cc2ccccc2)Cc2ccccc2F)c1,-24%,-2%,?,6%,1%,-8%,?,0%
CCOC(=O)C1(C)NC(c2cc(OC)c(OC)c(OC)c2)C2C(=O)N(CC)C(=O)C21 (configuration not stated),5%,9%,12%,-3%,3%,i,12%,1%
S=C(c1ccccc1)N1CCCc2ccccc21,-15%,0%,16%,7%,15%,2%,-3%,-1%
Cc1ccc(S(=O)(=O)N2CCN(CC(=O)NC(=O)NCc3ccco3)CC2)cc1C,nt,-5%,nt,4%,-3%,-7%,nt,-2%
CCOC(=O)C1=NN(N=O)C2(CC(=O)N(c3cc(C)cc(C)c3)C2=O)C1 (configuration not stated),-6%,-5%,-11%,-13%,5%,i,?,1%
